Bioassay records deposited in PubChem BioAssay by National Center for Advancing Translational Sciences (NCATS).
BRCA1 expr up = activators of BRCA1 expression | Potency, µM (top dose mostly 46.1 µM), without a hit: at the highest dose activation, most hits filed as activators | 380,000 compounds, 1.1% hits | AID 624202 | MCF7-BRCA1-FFLuc reporter, luminescence, 48 h; response scale: scaled: vehicle 0%, 10 µM genistein 100%; also: nearly all actives have a fitted effect of over 80% in size; some results filed as inactive show a strong effect at the top dose
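Reporter cells (MCF7, BRCA1 promoter-firefly luciferase) received library compounds across a concentration series for 48 h. End-point luminescence was measured and concentration-effect curves derived after normalization.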
Gal4-VP16 FLuc = inhibits Gal4-VP16 luciferase reporter, ROR gamma counter-screen. Drosophila S2 Gal4-VP16 UAS-luciferase, luminescence, 20 h. Potency, µM (top dose mostly 53.6 µM), without a hit: at the highest dose activity, negative = inhibition, hits mostly inhibitors. 310,000 compounds, 3.5% hits;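 also: Gal4-VP16 expression switched on by copper sulfate through the metallothionein promoter; % is scaled to controls: 0 for no effect and ±100 for the full control effect; nearly all actives have a fitted effect of over 50% in size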
ELG1 genotox = inducers of genotoxicity in HEK293T ELG1-luciferase cells | HEK293T ELG1-luciferase reporter, luminescence, 16 h | Potency, µM (highest dose often 46 µM), without a hit: at the top dose activity change, positive = activation, hits mostly activators | 330,000 compounds, 1.3% hits; also: % of control where 0% means no effect; nearly all actives have a fitted effect of over 60% in size
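HEK293T cells expressing luciferase-tagged ELG1 were treated with compound or DMSO for 16 hr at 37°C. Luciferase activity was then read after 30 min with ONE-Glo at room temperature; rising signal flags genetic stress.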
NPC1 promoter act = NPC1 promoter activation. Huh7 NPC1 promoter luciferase reporter, 24 h. Potency, µM (highest dose often 9.22 µM), for the others: at the top dose activation, actives largely listed as activators. 320,000 compounds, 2.4% hits;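 also: % of control where 0% means no effect; nearly all actives have a fitted effect of over 60% in size; reporter is driven by a mutant NPC1 promoter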
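Compounds in DMSO were transferred onto Huh7 NPC1-luciferase reporter cells pre-incubated 2 h; after 24 h at 37 °C, Amplite reagent was dispensed and luminescence recorded 10 min later.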
FLuc counter = inhibits or activates purified firefly luciferase, miR-21 counter-screen. Potency, µM (top dose mostly 57.5 µM), inactives show at the top dose activity change, negative = inhibition, most hits filed as inhibitors. P08659. purified FLuc, Km substrates, luminescence inhibition. 360,000 compounds, 6.9% hits. AID 588342;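 also: plate controls were vehicle for no effect and reference inhibitor for full effect; nearly all actives have a fitted effect of over 55% in size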
Target sequence (P08659 whole entry, looked up): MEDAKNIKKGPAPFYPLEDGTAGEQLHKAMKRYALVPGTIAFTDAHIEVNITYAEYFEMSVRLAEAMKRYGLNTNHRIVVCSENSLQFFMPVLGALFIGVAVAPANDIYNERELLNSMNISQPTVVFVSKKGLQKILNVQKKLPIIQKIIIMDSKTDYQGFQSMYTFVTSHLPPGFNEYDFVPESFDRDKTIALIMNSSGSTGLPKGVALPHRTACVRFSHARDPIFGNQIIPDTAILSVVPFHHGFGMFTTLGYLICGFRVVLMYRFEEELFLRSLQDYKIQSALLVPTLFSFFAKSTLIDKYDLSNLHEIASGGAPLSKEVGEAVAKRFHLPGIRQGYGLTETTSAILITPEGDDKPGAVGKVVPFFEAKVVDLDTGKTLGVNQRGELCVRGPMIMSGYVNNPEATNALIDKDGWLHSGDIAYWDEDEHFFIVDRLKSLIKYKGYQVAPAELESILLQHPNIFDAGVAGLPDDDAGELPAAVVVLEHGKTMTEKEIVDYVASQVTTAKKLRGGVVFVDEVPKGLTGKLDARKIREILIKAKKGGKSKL
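Purified P. pyralis luciferase (10nM final) with 10uM D-luciferin and 10uM ATP (Km levels) in 50mM Tris acetate pH 7.5, 10mM Mg acetate, 0.01% Tween-20, 0.05% BSA; qHTS 6-point titration, ~60 µM downward; luminescence read.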
RORgamma inh = inhibitors of mouse ROR gamma transcriptional activity; P51450; Drosophila S2 Gal4-RORgamma UAS-luciferase reporter, 20 h; Potency, µM (top dose mostly 53.6 µM), for the others: at the highest dose activity change, negative = inhibition, usual class: inhibitors; 310,000 compounds, 5.4% hits; also: % is scaled to controls: 0 for no effect and ±100 for the full control effect; nearly all actives have a fitted effect of over 60% in size
Target sequence (P51450 whole entry, looked up, the tested form may be a part): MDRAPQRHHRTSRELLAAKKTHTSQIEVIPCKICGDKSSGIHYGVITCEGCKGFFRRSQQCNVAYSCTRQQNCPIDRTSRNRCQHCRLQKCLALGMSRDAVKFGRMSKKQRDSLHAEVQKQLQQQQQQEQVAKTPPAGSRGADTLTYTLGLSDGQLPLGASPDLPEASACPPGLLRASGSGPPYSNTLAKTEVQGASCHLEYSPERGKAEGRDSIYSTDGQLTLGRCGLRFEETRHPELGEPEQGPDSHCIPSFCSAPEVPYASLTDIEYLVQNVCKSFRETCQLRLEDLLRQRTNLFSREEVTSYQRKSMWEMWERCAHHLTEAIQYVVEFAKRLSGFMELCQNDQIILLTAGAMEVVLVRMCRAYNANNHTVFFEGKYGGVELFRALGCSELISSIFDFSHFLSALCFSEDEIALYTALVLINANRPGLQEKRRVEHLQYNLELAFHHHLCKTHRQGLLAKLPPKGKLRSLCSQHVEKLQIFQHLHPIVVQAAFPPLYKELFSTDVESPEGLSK
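Schneider cells (Drosophila), stable Gal4 DBD–ROR gamma + UAS-luc; 1 hr cmpd preincubation; Cu2+ induction 700 uM final; 20 hr ambient; luminescence.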
CXXC DNA block = inhibitors of human MLL CXXC domain-DNA interaction | AID 2662 | 290,000 compounds, 0.037% hits | Potency, µM (doses to about 115 µM), for the others: at the top dose activity change, negative = inhibition, most hits filed as inhibitors | MLL-CXXC / FITC-HOXA9 DNA fluorescence polarization; active = well fitted inhibition curve with a large enough effect in the polarisation, with a control signal flat, not every such curve was filed as active; inconclusive = small, poorly fitted or top-dose-only effect, or effect the other way, or a change in a side signal; inactive = no such curve, though single readings can be large or run the other way; the % refers to the polarisation
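Fluorescence polarization: 7 uM MLL-CXXC (stock) preincubated 5 min with compounds, then 50 nM fluorescein-HOX-A9 DNA (stock) added; 30 min ambient. Buffer 50 mM Tris-HCl pH 7.5, 50 mM NaCl, 1 mM DTT, 0.05% BSA.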
p53 reactivator = mutant p53 re-activation in reporter cells. H1299 p53-A138V BP100-luciferase reporter, luminescence, 24 h. Potency, µM (series often up to 92.2 µM), for inactives: at the highest dose activity change, positive = activation, hits mostly activators. 320,000 compounds, 0.063% hits. AID 504706; also: % of control where 0% means no effect; nearly all actives have a fitted effect of over 45% in size
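H1299 (p53-null), stable ts p53-A138V + BP100-Luc; 1000 cells/well, Opti-MEM/10% FBS; cpd 4 pt, 1:5; 24 h, 37 deg C, 5% CO2; detection reagent 10 min RT; luminescence.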
Rab9 prom act = activates the Rab9 promoter | Huh7 Rab9 promoter-luciferase reporter, luminescence, 24 h | Potency, µM (highest dose often 9.22 µM), for the others: top-dose activation, negative = inhibition, most hits filed as activators | 320,000 compounds, 2.8% hits | AID 485297; also: % of control where 0% means no effect; nearly all actives have a fitted effect of over 60% in size
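Cell-based reporter: Huh7 stable for Rab9 promoter-driven luciferase, plated in reduced-serum medium with 10% FBS at 1500 cells/well, compound-treated 24 h at 37 °C, luminescence read after 10 min reagent.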
uPA generation = cell surface uPA generation inhibition. cell surface uPA generation assay, qHTS. Potency, µM (highest dose often 38.3 µM), without a hit: top-dose activity change, negative = inhibition, usual class: inhibitors. 330,000 compounds, 0.31% hits. AID 540303; active = well fitted inhibition curve with a large enough effect; inconclusive = small, poorly fitted or top-dose-only effect; inactive = no such curve, though single readings can be large or run the other way; tested in mouse RAW 264.7 cells; also: % is scaled to controls: 0 for no effect and ±100 for the full control effect; nearly all actives have a fitted effect of over 55% in size
MBNL1-CUG inh = blocks human MBNL1 binding to CUG repeat RNA; Q9NR56; TR-FRET MBNL1-His/biotin-(CUG)12 binding, 665/545 ratio; Potency, µM (titrated, usually from 57.5 µM), inactives show top-dose activity change, negative = inhibition, usual class: inhibitors; 280,000 compounds, 0.036% hits; active = well fitted inhibition curve with a large enough effect in the signal ratio, with a control signal flat, not every such curve was filed as active; inconclusive = small, poorly fitted or top-dose-only effect, or effect the other way, or a change in a side signal; inactive = no such curve, though single readings can be large or run the other way; the % refers to the signal ratio; also: % is scaled to controls: 0 for no effect and ±100 for the full control effect
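Ratiometric TR-FRET (665 over 545 nm, excitation 340 nm) tracks disruption of MBNL1-His/biotin-(CUG)12 complex after 60 min at room temperature, with compounds at 92 nM to 58 uM final.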
Active calls of the source: *; ? = inconclusive; · = no result given; & = joins results of further samples; [ ] = dose if it differs, or a comment. Unless noted, calls follow the shape of the dose curve; as a rule, active = well fitted curve in the direction sought with a large enough effect; inconclusive = small, poorly fitted or top-dose-only effect, or another doubt; inactive = no such curve, though single readings can be large; an effect the other way counts as inactive or inconclusive. Potency is read from the fitted curve at half-maximal effect. This is a subset (hit frequency here may not be typical).

The line under a structure holds: BRCA1 expr up, Gal4-VP16 FLuc, ELG1 genotox, NPC1 promoter act, FLuc counter, RORgamma inh, CXXC DNA block, p53 reactivator, Rab9 prom act, uPA generation, MBNL1-CUG inh
Nc1cccc(P(=O)(c2ccccc2)c2ccccc2)c1
 : -23%, -4%, 4%, -1%, -1%, -2%, -2%, -7%, 5%, 3%, -5%
COc1ccc2oc(C(=O)OCC(=O)Nc3ccc(NC(C)=O)cc3)c(C)c2c1
 : 7%, ·, 4%, 4%, 6%, ·, ·, 4%, -3%, 6%, ·
O=C(NCCc1c[nH]c2ccccc12)c1cccc(Br)c1
 : 6%, 3%, -4%, -2%, ?, -2%, -6%, 20%, -1%[1.84 µM], -5%, -19%
O=C(O)c1ccc2c(c1)C(=O)N(CCc1c[nH]c3ccccc13)C2=O
 : 7.9µM*, -12%, ?, 2.5µM*, 17µM*, -2%, 10%, ?, 3.2µM*, -3%, ?
COC(=O)c1ccc(NC(=O)Cn2nc(C(=O)Nc3ccc(C)cc3)ccc2=O)cc1
 : -9%, -2%, 0%, -22%, -2%&-6%, 2%, 8%, 1%, -5%, -1%, 2%
COc1cccc(C(C(=O)NC(C)(C)C)N(Cc2ccco2)C(=O)CCC(=O)Nc2cc(C)on2)c1OC (configuration not stated)
 : -24%, 5%, 0%, -5%, -1%, 36%, 0%, -2%, 8%, -2%, -11%
O=C(OCCCN=C1NS(=O)(=O)c2ccccc21)C1CC(=O)N(c2ccc(Cl)cc2)C1 (configuration not stated)
 : 0%, 0%, -3%, -5%, 2%, 3%, -6%, -14%, 1%, 0%, 0%
Cn1ccnc1C(=O)c1ccc(N)cc1
 : 1%, -10%, 3%, 4%, 5%, 7%, -3%, 7%, -7%, 2%, 6%
CCOC(=O)c1[nH]c(C)c(C(=O)NC2CCCCCC2)c1C
 : 33%, -2%, 6%, 5%, 1%, -3%, -9%, 6%, 16%, -3%, 4%
CC(C)(C)NC(=O)C1CCN(C(=O)c2ccc(Br)cc2)CC1
 : 3%, 18%, 0%, -2%, -1%, 0%, 5%, -4%, -1%, -8%, -8%
CC1CCc2sc(C(=O)N(C)CC(=O)Nc3cccc(F)c3)cc2C1 (configuration not stated)
 : -36%, -11%, 1%, -3%, ?, 32%, 55%[activator], 4%, 0%, -10%, 2%
C=CCn1c(CCn2c3ccccc3c3ccccc32)n[nH]c1=S
 : 1%, 3.2µM*, -2%, -2%, 0%, 4µM*, 8%, -2%, -1%, -1%, ·
C[N+]1(CN2C(=O)C3C4C=CC(C4)C3C2=O)CCCCC1 (configuration not stated)
 : 3%, -5%, 0%, -6%, 0%, 9%, ?, 0%, 2%, -1%, ·
O=C(CN1C(=O)C2C3C=CC(C3)C2C1=O)NCCN1CCCc2ccccc21 (configuration not stated)
 : -30%, 4%, 3%, 3%, 2%, 20%, 3%, 0%, 0%, -3%, 12%
Cc1nnc(SCc2ccc(CSc3nnc(C)c(=O)[nH]3)cc2)[nH]c1=O
 : 4%, -1%, 3%, -5%, ?, -7%, -4%, 3%, -9%, 1%, 1%

Four entries from above in a different format:
molecule,BRCA1 expr up,Gal4-VP16 FLuc,ELG1 genotox,NPC1 promoter act,FLuc counter,RORgamma inh,CXXC DNA block,p53 reactivator,Rab9 prom act,uPA generation,MBNL1-CUG inh
COc1cccc(C(C(=O)NC(C)(C)C)N(Cc2ccco2)C(=O)CCC(=O)Nc2cc(C)on2)c1OC (configuration not stated),-24%,5%,0%,-5%,-1%,36%,0%,-2%,8%,-2%,-11%
Cn1ccnc1C(=O)c1ccc(N)cc1,1%,-10%,3%,4%,5%,7%,-3%,7%,-7%,2%,6%
Nc1cccc(P(=O)(c2ccccc2)c2ccccc2)c1,-23%,-4%,4%,-1%,-1%,-2%,-2%,-7%,5%,3%,-5%
C[N+]1(CN2C(=O)C3C4C=CC(C4)C3C2=O)CCCCC1 (configuration not stated),3%,-5%,0%,-6%,0%,9%,?,0%,2%,-1%,·

Additional entries
The line under a structure holds: BRCA1 expr up, Gal4-VP16 FLuc, ELG1 genotox, NPC1 promoter act, FLuc counter, RORgamma inh, CXXC DNA block, p53 reactivator, Rab9 prom act, uPA generation, MBNL1-CUG inh
CCOCCCNC(=O)C(NC(=O)Cc1cccs1)c1ccc(Cl)cc1 (configuration not stated)
 : -27%, 13µM*, -1%, -2%, 1%, ?, 0%, 0%, 1%, 8%, -4%
O=S(=O)(NCCc1ccc2c(c1)OCCO2)c1cccs1
 : 6%, 25%, 1%, -27%, -3%, ?, 7%, 1%, -4%, 1%, -9%
CC1COc2ccccc2N1S(=O)(=O)c1ccc(Cl)cc1 (configuration not stated)
 : -27%, 0%, -1%, 0%, -6%, 40%, -10%, -3%, 14%, 0%, -13%
NC(=O)COc1ncnc2scc(-c3ccc(F)cc3)c12
 : -2%, 9%, 1%, -2%, -1%, -19%, -16%, -2%, -1%, 5%, -3%
CC(C)(C)OC(=O)N1CCC[C@H]1c1nnc(SCc2ccc(Cl)cc2)o1
 : -19%, -1%, -7%, 0%, -1%, 23%, -11%, -2%, 1%, 6%, -7%
CC1CCN(CCCNC(=O)c2ccc3c(=O)n(Cc4ccc(Cl)cc4)c(=S)[nH]c3c2)CC1
 : -88%, 20µM*, 1%, -5%, -9%, 13µM*, 44%[activator], 14%, -6%, -4%, 5%
COc1ccc(S(=O)(=O)N2CCCCC2)cc1NC(=O)c1ccc([N+](=O)[O-])o1
 : -3%, 0%, -10%, -7%, -1%, -3%, 22%, 5%, -20%, -1%, ·
C=CCn1c(SCC(=O)NCCOC)nc2scc(-c3ccco3)c2c1=O
 : -17%, -4%, -3%, ?, -1%, 0%, -4%, -5%, -2%, 4%, 15%
COCCOC(=O)C(C#N)c1nc2ccccc2nc1N1CCN(Cc2ccccc2)CC1 (configuration not stated)
 : -18%, 6%, -13%, 1%, 3%, 21%, -16%, 0%, 2%, -4%, ?
CCCn1c(N)c(N(CCOC)C(=O)c2ccc(-c3ccccc3)cc2)c(=O)[nH]c1=O
 : -27%, ·, 1%, 1%, 0%, ·, ·, -7%, -5%, -1%, ·
CC(C)c1nc(NCc2ccccc2)c(C#N)c2c1CCCC2
 : -12%, -8%, 0%, -1%, -1%, 15%, 3%, 6%, -3%, 5%, -4%
CN1CCN(C2=Cc3ccccc3Sc3cc(F)c(F)cc32)CC1
 : -23%, 7.9µM*, 8%, -11%, -8%, 7.9µM*, -3%, -9%, -1%, 4%, -20%
COCCNC(=O)NC(=O)COC(=O)C12CC3CC(CC(NC(C)=O)(C3)C1)C2
 : -21%, -4%, 0%, 6%, -2%, 12%, -5%, 1%, 0%, -6%, -4%
Nn1c(SCC(=O)Nc2ccccc2F)nnc1-c1cccnc1
 : 1%, 3%, 0%, -4%, -2%, -2%, 7%, ?, 3%, 1%, -1%
CCOc1ccc(C(C)C)cc1S(=O)(=O)n1nc(C)cc1C
 : -10%, 5%, 0%, 0%, 5%, -39%, -2%, -4%, -2%, -3%, 0%
Clc1cnc(N/N=C/c2ccco2)c(Cl)c1
 : -5%, 13µM*, ?, 1.4µM*, 11µM*, 5.6µM*, 1%, ?, 0.79µM*, -2%, ·
O=c1cc(O)c2sc(Nc3ccc(F)cc3)nc2[nH]1
 : -46%, -9%, 3%, -1%, ?, 43%, -8%, 2%, -3%, 3%, -7%
Cc1ccc(C(=O)OCc2nnc(-c3ccc(Br)cc3)o2)cc1
 : 0%, 27%, 1%, 1%, ?, 3%, 0%, 9%, -1%, 0%, -2%
Cc1ccc(NC(=O)CCn2cnc3cc(C)c(C)cc32)cc1
 : 1%, -6%, -2%, -1%, -11%, -7%, 4%, -11%, -1%, 4%, -2%
COc1cc(NS(=O)(=O)c2ccc(NC(=O)/C=C/c3ccc([N+](=O)[O-])cc3)cc2)ncn1
 : 1%, -4%, -3%, -6%, ?, -2%, 4%, 3%, 4%, 8%, 10%
COc1ccc([N+](=O)[O-])cc1NC(=O)c1cn(-c2ccc(Cl)cc2)c(=O)c2ccccc12
 : -21%, -6%, -4%, 3%, 9%, 10%, -21%, -2%, -16%, -5%, -16%
